CRFR2-BP ag: agonists of CRF-BP/CRF-R2 complex, primary screen, cell-based, HEK293, calcium dye fluorescence, uHTS | CRF-binding protein / CRF receptor 2 complex (human) | hit rate 0.46% among 350,000 | activation, % at 13.2 µM | calcium dye fluorescence (FLIPR); percent of saturating CRF peptide response | AID 588473, 2011;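 active = activation of at least 50%, plus an integration ratio under a set limit after plate pattern correction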;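 also: plate controls were neutral control wells without compound for no effect and CRF at EC100 for full effect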
M4 ag: human M4 muscarinic receptor agonists, primary screen, CHO-K1 cells, Fluo-8 calcium fluorescence. AID 624127, 2012. hit rate 0.14% among 360,000. activation, % at 3 µM. CHO-K1 hM4/Gqi5; vehicle 0%, full acetylcholine response 100%;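 active = activation above the run mean over all test wells plus 3 SD, cut at about 32% in these data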;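 also: peak over basal fluorescence ratio per well then scaled between controls; 0% = DMSO wells and 100% = acetylcholine at EC100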
M5 PAM: human M5 muscarinic receptor positive allosteric modulators, primary screen, CHO-K1 cells, Fluo-8 calcium fluorescence. Muscarinic acetylcholine receptor M5 (Homo sapiens), P08912. CHO-K1 hM5, ACh EC20 PAM; 0% = ACh EC20, 100% = ACh EC100. activation, % at 3 µM. hit rate 0.3% among 360,000. AID 624038, 2012;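 active = activation above the run cutoff, the mean activation of all test compounds plus 3 SD, cut at about 18% in these data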
Target sequence (P08912 whole entry, looked up): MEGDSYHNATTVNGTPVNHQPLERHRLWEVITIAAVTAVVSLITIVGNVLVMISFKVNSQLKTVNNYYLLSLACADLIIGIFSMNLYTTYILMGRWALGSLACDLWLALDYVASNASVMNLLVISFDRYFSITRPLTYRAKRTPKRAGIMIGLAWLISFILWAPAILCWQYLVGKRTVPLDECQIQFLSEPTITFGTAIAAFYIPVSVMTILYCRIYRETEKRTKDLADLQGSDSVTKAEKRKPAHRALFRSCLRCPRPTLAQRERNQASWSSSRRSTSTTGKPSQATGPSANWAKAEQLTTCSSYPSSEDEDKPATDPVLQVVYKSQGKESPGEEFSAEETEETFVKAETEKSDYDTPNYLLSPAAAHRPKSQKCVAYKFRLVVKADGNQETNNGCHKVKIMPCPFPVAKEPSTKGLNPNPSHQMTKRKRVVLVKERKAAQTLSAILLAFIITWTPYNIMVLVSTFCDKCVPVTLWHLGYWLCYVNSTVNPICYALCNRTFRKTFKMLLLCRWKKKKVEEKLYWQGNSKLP
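system = human M5 receptor in CHO-K1 cells | reagent = EC20 acetylcholine as agonist stimulus | compound dosing = single-point, 3 µM nominal | incubation = Fluo-8 loading 80 min at 37 °C plus 30 min room temperature | detection = Fluo-8 calcium dye fluorescence, kinetic read | benchmarks = low control EC20 acetylcholine (0%), high control EC100 acetylcholine (100%)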
CHRM4 PAM: human M4 muscarinic receptor positive allosteric modulators, primary screen, CHO-K1 cells, Fluo-8 calcium fluorescence; AID 624126, 2012; activation, % at 3 µM; hit rate 0.4% among 360,000; CHO-K1 hM4/Gqi5, ACh EC20; 0% = ACh EC20, 100% = maximal ACh; Muscarinic acetylcholine receptor M4 (Homo sapiens), P08173;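 active = activation above its plate's cutoff, the mean activation of sample wells plus 3 SD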; also: some results filed as inactive read as strong as hits
CHRM5 agonist: human M5 muscarinic receptor agonists, primary screen, CHO-K1 cells, Fluo-8 calcium fluorescence | Muscarinic acetylcholine receptor M5 (Homo sapiens), P08912 | CHO-K1 hM5 cells; 0% DMSO wells, 100% maximal acetylcholine response | activation, % at 3 µM | hit rate 0.19% among 360,000;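 active = activation above the run's mean over test compounds plus 3 SD, cut at about 23% in these data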;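 also: signal is peak over basal fluorescence ratio across the kinetic read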
CHRM5 antagonist: human M5 muscarinic receptor antagonists, primary screen, CHO cells, Fluo-8 calcium fluorescence; inhibition, % at 3 µM; hit rate 0.59% among 360,000; Muscarinic acetylcholine receptor M5 (Homo sapiens), P08912; CHO-hM5 cells, ACh EC80; AID 624040, 2012;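 active = inhibition above a per-plate cutoff, the mean of that plate's test compounds plus 3 SD, cut at about 27% in these data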;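 also: 0% = acetylcholine EC80 with DMSO and 100% = DMSO without agonist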
M4 antag: human M4 muscarinic receptor antagonists, primary screen, CHO cells, Fluo-8 calcium fluorescence; hit rate 0.73% among 360,000; inhibition, % at 3 µM; AID 624125, 2012; CHO-hM4 cells, ACh EC80;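 active = inhibition above its plate's cutoff, the mean inhibition of sample wells plus 3 SD, cut at about 27% in these data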;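 also: 0% = acetylcholine EC80 with DMSO and 100% = DMSO without agonist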
M1 antag: human M1 muscarinic receptor antagonists, primary screen, CHO-K1 cells, Fluo-8 calcium fluorescence, 1536-well. hit rate 1.3% among 360,000. Muscarinic acetylcholine receptor M1 (Homo sapiens), P11229. CHO-K1 hM1, ACh EC80 antagonist. inhibition, % at 3 µM;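 active = percent inhibition above its own plate's cutoff, namely the mean of that plate's compound wells plus 3 SD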;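 also: peak over basal fluorescence ratio during 140 s after agonist addition; 0% = ACh EC80 plus DMSO and 100% = DMSO alone without agonist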
Target sequence (P11229 whole entry, looked up): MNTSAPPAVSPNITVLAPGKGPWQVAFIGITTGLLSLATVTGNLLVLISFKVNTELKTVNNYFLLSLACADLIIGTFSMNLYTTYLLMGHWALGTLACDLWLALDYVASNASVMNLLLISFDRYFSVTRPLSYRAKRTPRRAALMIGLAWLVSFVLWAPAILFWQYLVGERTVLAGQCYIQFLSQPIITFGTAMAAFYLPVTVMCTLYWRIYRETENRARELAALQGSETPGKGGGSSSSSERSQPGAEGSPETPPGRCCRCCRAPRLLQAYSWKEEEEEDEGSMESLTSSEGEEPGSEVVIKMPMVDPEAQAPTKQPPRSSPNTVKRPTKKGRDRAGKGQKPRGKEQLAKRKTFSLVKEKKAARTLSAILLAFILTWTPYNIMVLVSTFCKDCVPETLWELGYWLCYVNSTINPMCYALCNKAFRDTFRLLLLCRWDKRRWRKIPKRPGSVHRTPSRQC
CHRM1 PAM: human M1 muscarinic receptor positive allosteric modulators, primary screen, CHO-K1 cells, Fluo-8 calcium fluorescence, 1536-well; activation, % at 3 µM; AID 588819, 2011; hit rate 0.088% among 360,000; Muscarinic acetylcholine receptor M1 (Homo sapiens), P11229; CHO-K1 hM1, ACh EC20; 0% = ACh EC20, 100% = maximal ACh; in the data active = activation above about 19%, passing the limit was not always enough
Starred values were filed as active, the others as inactive; . = no result given.

mol,CRFR2-BP ag,M4 ag,M5 PAM,CHRM4 PAM,CHRM5 agonist,CHRM5 antagonist,M4 antag,M1 antag,CHRM1 PAM
COc1ccc(S(=O)(=O)NCc2cccnc2)c2ccccc12,0.0,1.6,-2.0,-0.8,-2.7,25.0,3.3,-9.2,8.1
CC(NC(=O)c1ccccc1)c1nnc(SCC(=O)Nc2nnc(C3CC3)s2)n1C (centres undefined),0.4,0.4,-3.1,-3.1,-3.2,-1.3,-7.0,-4.3,0.4
CCOC(=O)N1CCN(C(=O)CS(=O)Cc2nc(-c3cccc(C)c3)oc2C)CC1 (centres undefined),-2.7,0.7,-3.5,-0.1,-0.1,1.1,-23.9,-11.2,9.5
CCCc1cc(=O)[nH]c(SCC(=O)Nc2ccc(N3CCCCC3)cc2)n1,-1.1,1.3,-1.4,4.0,4.6,7.7,-2.4,-13.5,8.9
Cc1ccc(C)c(N(CC(N)=O)S(C)(=O)=O)c1,0.3,0.6,-0.5,-3.5,-1.6,1.1,8.8,-6.3,8.5
C[C@@]12C(=O)N(c3cccc(Cl)c3)C(=O)N1[C@@H]1c3ccccc3OC[C@@H]1[C@H]2c1ccccc1,0.5,-1.6,1.5,-10.9,-2.3,11.1,7.7,4.3,-1.1
O=C(CCc1ccccc1)Nc1ccc(F)cc1F,1.0,0.5,-0.6,0.3,-2.3,5.9,-3.9,-3.8,3.9
NS(=O)(=O)c1cccc(NC(=O)COC(=O)/C(=C/c2cccs2)c2cccs2)c1,-1.0,11.2,-13.1,-12.3,-0.5,7.1,-0.1,-1.9,-2.5
CCN(CC)C(=O)/C(=C/c1ccc(F)cc1)NC(C)=O,0.1,0.9,5.0,1.6,1.0,-4.9,-3.8,-11.8,10.3
COc1ccc(N2C(=O)CC(SC(C)C)C2=O)cc1 (centres undefined),-0.8,0.6,-1.4,17.4,-0.4,8.6,-5.0,-4.6,10.4
CN=c1scc(-c2ccco2)n1/N=C/c1ccc(O)c(O)c1,1.9,2.4,4.4,6.2,3.4,3.6,9.3,-6.1,0.5
CC(O)(c1ccccc1)c1nc(-c2cc3ccccc3o2)cs1 (centres undefined),.,8.8,-12.2,-5.5,5.0,14.4,11.9,18.6,-6.4

3 of the entries above in order of the M5 PAM value, ascending:
SMILES	M5 PAM
NS(=O)(=O)c1cccc(NC(=O)COC(=O)/C(=C/c2cccs2)c2cccs2)c1	-13.1
Cc1ccc(C)c(N(CC(N)=O)S(C)(=O)=O)c1	-0.5
C[C@@]12C(=O)N(c3cccc(Cl)c3)C(=O)N1[C@@H]1c3ccccc3OC[C@@H]1[C@H]2c1ccccc1	1.5

(list continues)
mol,CRFR2-BP ag,M4 ag,M5 PAM,CHRM4 PAM,CHRM5 agonist,CHRM5 antagonist,M4 antag,M1 antag,CHRM1 PAM
COc1ccc(S(=O)(=O)Nc2ccc3cn[nH]c3c2)cc1C,-2.1,5.7,-8.9,-9.1,5.7,3.1,5.2,-2.0,1.2
CC1CCCC(NC(=O)CSc2cccc[n+]2[O-])C1C (centres undefined),48.7,0.8,4.2,5.6,-1.4,3.5,2.3,-3.4,2.2
O=C(c1ccc2c(c1)OCO2)N1CCN(c2ccc(C(F)(F)F)cn2)CC1,-1.6,3.0,-3.5,-6.0,0.4,0.8,-7.1,-1.8,-3.9
O=C(Cc1ccccc1)Nc1ccc(N2CCCC2)cc1,-0.8,0.3,-6.6,-6.0,-2.1,3.0,0.5,-8.0,-9.2
CC(=O)Nc1ccc(NC(=O)CSc2ccc3nnc(-c4cccnc4)n3n2)cc1,0.8,0.0,-4.9,-2.0,-1.8,21.4,7.2,20.6,-6.8
COc1ccc(NS(=O)(=O)c2cc(NC(=O)CNC(=O)c3ccc(C)s3)ccc2Cl)cc1,0.0,-0.2,3.9,-4.3,-4.1,-4.4,0.2,-2.7,6.8
COc1cc(C)ccc1S(=O)(=O)N1CCN(C23CC4CC(CC(C4)C2)C3)CC1,0.6,-2.3,-19.8,-33.5,-11.4,2.5,88.6*,98.4*,-21.6
O=C(c1ccccc1)c1cccs1,1.1,0.3,-0.5,9.4,-1.0,0.8,1.9,-7.7,8.9
COc1ccc(NC2=CC(c3ccc(F)cc3)N(c3ccc(OC)cc3)C2=O)cc1 (centres undefined),-1.4,0.2,-3.4,-5.5,-3.6,6.0,6.7,-5.6,1.1
O=C(Nc1ccc(N2CCOCC2)cc1)c1cc2c(s1)CCCCC2,-1.6,3.9,1.6,-7.2,-11.5,11.2,17.4,7.4,-5.1
O=C(C=Cc1ccccn1)c1ccccc1,0.2,2.4,29.4*,4.8,9.4,-32.3,-8.6,-16.6,12.0
CC(=O)c1ccc(OCc2cc(C(=O)N3CCOCC3)no2)cc1,0.1,1.8,0.5,7.9,-3.4,10.0,-17.3,-0.3,0.9
COCCN(C(=O)c1csnn1)C(C(=O)NC1CCCC1)c1ccccc1F (centres undefined),0.1,0.1,-7.2,-3.0,-0.5,11.8,6.4,-2.7,1.2
O=C1c2ccccc2C(=O)c2c(NCc3cccnc3)cccc21,0.3,2.6,-3.6,-2.4,-1.5,-0.1,9.9,-1.2,3.6
CN(C)C1CCCCC=CC(=O)NC1 (centres undefined),0.6,0.5,0.0,3.0,0.3,5.6,-2.8,-10.8,9.5
CC1CCN(C(=O)COC(=O)c2cccc(S(=O)(=O)N(C)c3ccccc3)c2)CC1,-0.7,10.8,-7.5,-2.8,-3.1,10.1,-2.7,13.2,-8.2
CC(C)(CO)C(O)C(=O)NCCC#N (centres undefined),-0.9,0.9,-4.1,6.5,2.9,10.1,-4.2,-4.0,2.2
CCOC(=O)CCNC(=O)CNC(=O)OCc1ccccc1,1.0,0.1,-2.9,-5.6,-0.1,-1.8,1.3,-0.3,-1.6
CCOC(=O)c1ccc(NC(=O)CC2C(=O)N(c3ccc(F)cc3)C(=O)N2CCCOC)cc1 (centres undefined),-2.4,3.1,-2.0,-0.8,2.5,-3.7,2.8,9.9,-3.7
COc1ccc(CCNC(=O)c2cc(Cl)nc3ccccc23)cc1,-0.4,3.1,-4.0,-1.7,-5.1,14.2,-2.4,-7.2,5.5
COc1ccc(NC(=O)COc2cccnc2[N+](=O)[O-])cc1OC,-0.5,2.5,11.5,-3.0,1.8,3.0,5.1,-6.8,7.5
O=C(CSc1nnc(-c2ccco2)n1CC1CCCO1)c1ccc(F)cc1 (centres undefined),0.6,1.4,-3.2,-3.2,-1.9,9.7,-3.9,-0.7,-6.9
Cn1nc(C(=O)NCCc2ccc(S(N)(=O)=O)cc2)c2ccccc2c1=O,-3.1,1.0,-7.7,-0.7,0.9,4.3,-8.7,-7.2,2.3
COc1ccc(NS(=O)(=O)c2cccc(C(=O)O)c2)cc1,0.1,2.0,-2.5,11.4,1.6,7.5,-0.8,-37.9,17.3
O=C(C1CC1)N1CCC(C(O)(c2ccccc2)c2ccccc2)CC1,-0.9,-0.5,6.7,-0.6,0.0,1.0,2.0,12.7,-4.4
COC(=O)CN(c1ccccc1C)S(C)(=O)=O,0.0,0.1,9.3,1.6,5.3,-7.2,-4.7,-10.4,9.9
COc1cc(OC)c(NC(=O)CCc2ccccc2)cc1Cl,-4.6,0.8,-9.3,6.7,-9.8,-5.1,-18.0,14.2,-5.3
Cc1cc(C)n(-c2ncnc3ccccc23)n1,-1.7,0.5,-1.1,2.0,-1.3,9.4,-7.3,-6.3,8.7
O=C(Nc1cc([N+](=O)[O-])ccc1C(=O)NCCN1CCOCC1)c1ccccc1,1.4,0.9,-5.3,-2.3,-2.6,-3.4,-0.2,-3.1,1.2
CCSc1cc(C2C(C#N)=C(N)OC(C)=C2C(=O)OC)c(C)o1 (centres undefined),-0.9,0.0,1.3,-3.1,2.0,-3.4,-6.2,-26.8,2.6
Cc1cc(C)c(NC(=O)CNC(=O)c2ccccc2OCc2c(C)noc2C)c(C)c1,0.1,2.1,5.5,11.6,-1.3,7.7,-1.4,-10.8,6.2
Cc1cc(N2CCN(c3ccccc3)CC2)n2nnnc2n1,-1.8,0.6,1.2,5.7,-3.5,15.3,-3.5,-11.2,4.3
COc1ccc(S(=O)(=O)NCC(c2ccc3c(c2)OCO3)N2CCOCC2)cc1 (centres undefined),-0.4,0.8,-4.8,-2.5,1.2,8.4,5.2,11.4,-3.6
COc1ccc(N2CCN(Cc3nc(N)nc(Nc4ccc(C)c(Cl)c4)n3)CC2)cc1,0.7,3.2,-7.5,-15.3,-1.0,4.8,0.4,-2.8,2.9
COc1ccc(N2CCN(C(=O)C3CCCN(S(=O)(=O)c4ccc(C)cc4)C3)CC2)cc1 (centres undefined),-1.0,3.9,-4.0,2.8,-1.9,1.5,4.9,-5.1,7.6
O=C(O)c1cc2c(cc1NC(=O)c1c(F)cccc1Cl)OCCCO2,-1.5,0.0,1.9,-3.3,-1.1,6.9,11.3,-5.7,9.5
CCOC(=O)c1ccc2ncc(C(=O)OCC)c(NCCN(C)C)c2c1,0.6,0.3,-5.6,-6.2,0.7,-1.0,-6.0,-1.8,-0.7

An unsorted share of the library, and some 2.8% of all compounds hit somewhere here.
